Screening results deposited in PubChem BioAssay by several laboratories.
Bcl-B Bim block: inhibitors of Bim-Bcl-B interaction, human; bead-based flow cytometry, Bim peptide-Bcl-B binding; inhibition, % at 10 µM; 0.073% of 190,000 active;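 also: 0% = tracer peptide without compound and 100% = reference inhibitor peptide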
Target sequence (Q9HD36 whole entry, looked up): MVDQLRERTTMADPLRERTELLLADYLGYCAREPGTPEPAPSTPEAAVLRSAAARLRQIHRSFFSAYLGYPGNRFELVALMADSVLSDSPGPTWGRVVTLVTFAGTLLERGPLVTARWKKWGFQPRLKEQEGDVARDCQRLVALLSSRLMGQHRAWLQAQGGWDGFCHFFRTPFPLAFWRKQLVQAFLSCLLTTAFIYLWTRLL
Mcl1 Noxa PPI: Mcl-1/Noxa interaction inhibition; Q07820; TR-FRET Mcl-1/Noxa peptide binding, 2 h; inhibition, % at 21.7 µM; 1.5% of 220,000 active; AID 1022;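 active = compounds that cut the protein-peptide binding signal by more than 50% relative to plate controls in a single-dose test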;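 also: His-tagged Mcl-1 with rhodamine Noxa BH3 peptide and terbium anti-His antibody; 0% = Mcl-1 plus Noxa peptide wells and 100% = peptide-only wells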
Bcl-XL Bim block: inhibitors of Bim-Bcl-XL interaction, human; Q07817; Bim peptide-Bcl-XL binding, bead flow cytometry, fluorescence; inhibition, % at 10 µM; 0.04% of 190,000 active
Target sequence (Q07817 whole entry, looked up): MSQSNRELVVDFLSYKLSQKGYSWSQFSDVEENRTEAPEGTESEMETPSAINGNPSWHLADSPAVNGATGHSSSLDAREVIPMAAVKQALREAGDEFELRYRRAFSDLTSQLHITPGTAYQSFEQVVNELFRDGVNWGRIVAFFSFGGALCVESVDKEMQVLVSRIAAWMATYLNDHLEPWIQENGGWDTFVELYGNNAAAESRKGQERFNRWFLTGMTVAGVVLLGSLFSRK
Mcl1-Bid inh: disrupts binding of human Mcl-1 to Bid peptide; TR-FRET Mcl-1/Bid-Dy647 peptide binding, 1536-well; inhibition, % at 21.7 µM; 0.97% of 220,000 active;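 active = compounds that cut the binding signal by more than half at the single screening dose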;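 also: His-tagged Mcl-1 with europium anti-His antibody binding Bid BH3 peptide; 0% = Mcl-1 plus peptide wells and 100% = peptide-only wells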
RGS4-Gao reg: human RGS4-Galphao interaction regulation | Multiplexed bead flow cytometry, RGS4-Galphao binding; actives lie on both sides | binding response (% of control), % at 10 µM | P09471 | 0.33% of 220,000 active; in the data active = binding response below about 49% or above about 150%; inactive = in between;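 also: fluorescent Galphao activated with aluminum fluoride binding bead-coupled RGS4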
RGS8-Gao: modulates binding of RGS8 to human Galphao; AID 1423; response (percent of control binding), % at 10 µM; P09471; 0.34% of 220,000 active; multiplexed bead flow cytometry; actives lie on both sides; in the data active = response below about 60% or above about 140%; inactive = in between;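 also: Galphao activated as the GDP aluminium fluoride complex binding bead-coupled RGS8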
Bfl-1 Bim block: disrupts Bim binding to human Bfl-1. AID 1008. Bead-based flow cytometry, Bim-Bfl-1 binding inhibition. 0.12% of 190,000 active. inhibition, % at 10 µM;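 also: 0% = wells without compound plus tracer and 100% = blocker peptide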
Bim-Bcl-2: inhibitors of Bim-Bcl-2 interaction, human. P10415. Bead-based flow cytometry, Bim peptide-Bcl-2 binding. inhibition, % at 10 µM. 0.06% of 190,000 active. AID 950; in the data active = inhibition above about 40%; inconclusive = no clear call, values can overlap the other calls;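 also: 0% = no compound wells with probe peptide and 100% = reference peptide inhibitor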
Target sequence (P10415 whole entry, looked up): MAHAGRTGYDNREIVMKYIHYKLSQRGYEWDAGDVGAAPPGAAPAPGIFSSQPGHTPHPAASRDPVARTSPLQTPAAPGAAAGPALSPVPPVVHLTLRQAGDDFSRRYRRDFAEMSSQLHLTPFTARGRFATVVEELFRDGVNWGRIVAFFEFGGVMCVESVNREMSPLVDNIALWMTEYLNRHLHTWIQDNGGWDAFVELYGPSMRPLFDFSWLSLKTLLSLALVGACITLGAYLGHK
RGS7-Gao reg: regulators of human RGS7-Galphao interaction; 0.35% of 220,000 active; P09471; binding response (% of control), % at 10 µM; Multiplexed bead flow cytometry, RGS7-Galphao binding; actives lie on both sides; in the data active = binding response below about 49% or above about 150%; inconclusive = no clear call, values can overlap the other calls; inactive = in between;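 also: fluorescent Galphao held in activated GDP-AlF4 state binding bead-coupled RGS7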
Mcl-1 Bim block: disrupts Bim peptide binding to human Mcl-1; Q07820; Bead-based flow cytometry, Bim peptide-Mcl-1 binding; inhibition, % at 10 µM; 0.1% of 190,000 active;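 also: 0% = no compound tracer wells and 100% = peptide blocker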
Bim-Bcl-W: human Bim-Bcl-W interaction inhibition; bead-based flow cytometry, Bim peptide-Bcl-W binding; inhibition, % at 10 µM; 0.02% of 190,000 active; AID 952;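 also: 0% = bound tracer without compound and 100% = peptide blocker; higher means less fluorescent Bim peptide bound to Bcl-W beads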
Target sequence (Q92843 whole entry, looked up): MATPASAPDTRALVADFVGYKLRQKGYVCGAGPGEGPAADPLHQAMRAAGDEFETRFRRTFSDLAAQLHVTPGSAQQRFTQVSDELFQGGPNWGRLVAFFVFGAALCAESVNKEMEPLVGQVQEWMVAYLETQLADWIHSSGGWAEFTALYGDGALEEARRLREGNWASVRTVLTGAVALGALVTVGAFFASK
Numbers without * were called inactive; u = inconclusive; x = not tested or not shown; & = joins results of further samples; [ ] = dose if it differs, or a comment. Rule as the data show it, unless noted: active = inhibition above about 40%.

SMILES	Bcl-B Bim block	Mcl1 Noxa PPI	Bcl-XL Bim block	Mcl1-Bid inh	RGS4-Gao reg	RGS8-Gao	Bfl-1 Bim block	Bim-Bcl-2	RGS7-Gao reg	Mcl-1 Bim block	Bim-Bcl-W
Cc1ccc(-c2cccc(NC(=O)C3C(C(=O)O)[C@@H]4C=C[C@H]3C4)c2)o1 (some centres not stated)	4	9	-2	-34	94	98	1	1	94	-1	3
Clc1ccc2[nH]cc(-c3nnnn3-c3ccccc3)c2c1	-3	17	-2	13	109	104	0	-1	105	-1	-1
CC(C)(C)c1ccc(C(=O)N2CCN(CCNC(=O)C(=O)NCc3ccccc3)CC2)cc1	-9	17	-6	-14	99	102	-14	-7	98	-7	-8
O=C(N1CCOCC1)N1CCC(NC(=O)C23CC4CC(CC(C4)C2)C3)CC1	-4	-3	-4	-5	99	100	4	-2	104	0	-3
Cc1nc2ccc(S(=O)(=O)NC(C(=O)NCc3ccc4c(c3)OCO4)C(C)C)cc2s1 (configuration not stated)	1	16	2	-16	103	113	-4	0	110	0	0
CCN(CC(=O)Nc1ccccc1OC)C(=O)Cn1cnc2ccccc2c1=O	-9	-17	-6	-39	99	98	-19	-12	98	-6	-2
C/C(=N/NC(=O)CSc1nc2ccccc2n1C)c1ccc(O)cc1	-6	17	-5	-34	100	103	-6	-4	99	0	-4
CCC(C)[C@H](NC(=O)NC(C)C)C(=O)O (some centres not stated)	-5	-4	-5	6	100	103	-4	0	101	-1	-3
COc1ccc(CCNC(=O)COC(=O)/C=C/c2cccs2)cc1OC	0	-10	2	-11	101	104	-1	-1	98	0	0
COC(=O)c1ccc(S(=O)(=O)NCc2ccc(S(N)(=O)=O)cc2)n1C	x	-25	x	-4	99	101	x	x	u	x	x
CCN(CC)CCOC(=O)c1ccc([N+](=O)[O-])cc1	x	-12	x	14	96	101	x	x	u	x	x
COC(=O)Nc1ncc(CN2CCC(c3ccccc3)CC2)s1	-1	-8	1	-1	98	97	0	0	99	-2	0
COc1ccc(OC)c(S(=O)(=O)N(C)CC(=O)Nc2ccc3c(c2)OCCO3)c1	-4	-5	0	-18	86	100	-12	-8	84	-4	4
COC(=O)CC1=NN(c2nc(C)cc(C)n2)C(=O)C1	-4	68*	-2	-73	102	101	-4	3	117	-2	-3
Cc1cc(NC(=O)C(=O)c2cn(C)c3ccccc23)no1	-7	-15	0	-5	110	104	-4	0	165*[activator]	-2	-3
COc1ccc(/C=C2\CCCc3c2nc2ccccc2c3C(=O)OCC(=O)c2c(N)n(C)c(=O)n(C)c2=O)cc1	1	4	2	-3	101	104	4	0	102	1	2
CN(C)S(=O)(=O)c1ccc(Cl)c(NC(=O)COC(=O)/C=C/c2ccc(S(=O)(=O)N3CCOCC3)cc2)c1	1	14	0	-27	102	103	0	0	102	0	0
CCn1ccnc1CNCc1cn(-c2cc(C)ccc2C)nc1-c1ccccc1	2	-28	0	-26	101	103	-3	3	100	-1	0
Cc1cccc(Cn2nc(C)cc2NC(=O)CCCn2ccc([N+](=O)[O-])n2)c1	-3	9	-4	-10	101	102	-7	-3	98	-2	-1
O=C(CN1CCN(Cc2ccccc2Cl)CC1)N/N=C/c1cccs1	x	14	x	-12	102	103	x	x	u	x	x
Cc1c(C(=O)NCC2COc3ccccc3O2)oc2ccc(S(=O)(=O)N3CCOCC3)cc12 (configuration not stated)	-10	-12	-2	-3	96	99	-10	-12	97	-4	4
Cc1ccc2cc(C#N)c(SCC(=O)NCc3ccco3)nc2c1	-2	24	-6	-7	107	114	-9	-8	106	0	-2
c1csc(-c2nnc(Cc3cccc4ccccc34)o2)c1	-7	4	-10	-4	103	106	-1	8	100	-4	-3
COc1ccc(OC)c(S(=O)(=O)Nc2ccccc2F)c1	4	-12	6	-7	101	92	5	3	98	3	5
CCCCn1c(N)c(N(CC)C(=O)c2cc(OC)cc(OC)c2)c(=O)[nH]c1=O	-3	11	-3	-23	84	91	-5	-5	u	0	-1
COc1ccc(NC(=O)COC(=O)Cc2c(F)cccc2Cl)cc1	-6	-11	-2	-12	104	106	-10	-2	103	0	-3
C=CCN1C(=O)C(Cc2ccc(F)cc2)S/C1=N/N=C/c1cccs1 (configuration not stated)	-8	-15	-8	-14	99	100	-19	-11	100	-6	-3
Cc1cc(C)n(-c2ccc(Oc3ccccc3)c(S(=O)(=O)O)c2)n1	-6	29	-1	5	101	101	-5	-2	100	0	-2
C=CCC1NCCc2c(Br)cccc21 (configuration not stated)	-2	10	-1	4	105	99	-4	-1	102	-1	0
Cc1nn(-c2nc(-c3ccco3)cc(C(F)(F)F)n2)c(C)c1Br	-5	1	-3	-18	101	101	-16	-13	95	-3	1
CCN(C(=O)COc1cc(=O)n(CC)c2ccccc12)c1cccc(Cl)c1	-6	11	7	0	100	102	-8	-1	99	1	5
COc1cc(C(=O)COC(=O)Cc2cnc3sccn23)cc(OC)c1OC	-5	9	-3	-29	96	100	-10	-8	94	-7	0
Cc1ccc(CNC(=O)c2ccc(CNc3c(N4CCCC4)c(=O)c3=O)cc2)cc1	-6	1	-5	-23	97	100	-12	-7	100	0	0
CC(C)[C@H](NS(=O)(=O)c1ccccc1)C(=O)OCC(=O)N1N=C(c2ccc(Cl)cc2)CC1c1ccco1 (some centres not stated)	-3	-2	0	-1	96	98	2	5	100	-2	-1
COCC(C)n1c(SCC(=O)N2CCc3ccccc3C2)nc2ccccc2c1=O (configuration not stated)	-4	2	-3	-6	99	89	2	-7	100	0	-1
O=C(Cn1cnc2ccccc2c1=O)NNC(=O)c1ccccc1	x	6	x	2	96	102	x	x	u	x	x
CCOc1ccc(N(CC)S(=O)(=O)c2ccc3c(c2)oc(=O)n3C)cc1	-9	7	-9	-11	102	100	-22	-14	99	-4	-5
CCCCNC(=O)c1sc(=S)n2c1[nH]c(=O)c1ccccc12	0	41	-1	-1	101	100	1	2	98	0	1
CN1CCN(c2nc3ccccc3nc2C(C#N)S(=O)(=O)c2ccccc2)CC1 (configuration not stated)	x	-4	x	-38	101	102	x	x	u	x	x
O=C(CNC(=O)c1ccc([N+](=O)[O-])cc1)c1ccccc1	-2	16	-1	-5	102	102	-2	-3	99	1	0
CC1(c2nnc(-c3ccccc3)o2)CC(c2ccncc2)=NO1 (configuration not stated)	x	-2	x	-37	100	105	x	x	u	x	x
COCCn1nnnc1C(c1ccc(O)c(OC)c1)N1CCc2ccccc2C1 (configuration not stated)	-3	77*	-3	-10	103	101	-7	-3	98	-1	-1
Cc1cc(C)cc(-n2nc(C)cc2N)c1	22	20	-1	-21	92	95	9	21	95	0	-2
Oc1ccc(C=Nc2ccccc2-c2nc3ccccc3[nH]2)cc1	-1	18	-3	-14	87	92	-3	2	79	-2	-1
Cc1cc(-c2c(C)[nH]n(-c3ccccc3)c2=O)n[nH]1	-3	15	-1	-1	98	100	-2	-5	95	-1	0
CCCOC(=O)CN1C(=O)c2ccc(C(=O)OCCC)cc2C1=O	-9	-9	-12	-19	79	90	-19	-12	76	-6	-3
CC(C)NC(=O)C1(O)c2ccccc2NC(=O)N1c1ccc(Cl)c(Cl)c1 (configuration not stated)	-7	13	-13	-1	102	101	-11	-4	102	0	-1
COc1ccccc1NC(=O)N(Cc1ccco1)Cc1cc2cccc(C)c2[nH]c1=O	-11	11	-13	-10	101	99	-9	-3	100	-10	-5
C/C(=N\Nc1ccccn1)c1ccc(N2CCOCC2)cc1	0	-14	-1	-7	102	100	-4	-2	102	1	0
Cc1[nH]c2ccccc2c1C(=O)C(=O)NCc1cccs1	0	3	-1	-3	104	101	-1	3	99	5	1
c1cnc(SCCOc2ccc3c(c2)CCC3)nc1	-9	1	-11	12	102	103	-10	-10	96	-2	3
Cc1ccc(COCCN2CCN(S(=O)(=O)c3ccc(C)cc3)CCC2=O)cc1	-6	16	-4	4	101	104	-1	-1	101	-4	-3
Cc1cc(F)c(F)c(C(=O)N2CCOCC2)c1	-2	-19	-4	-2	98	100	-2	-1	100	-2	0
O=c1oc2ccccc2c(N2CCCC2)c1CN1CCCC1	-5	4	0	-41	105	105	-10	-4	101	1	0
O=C(/C=C/Sc1ccc(C(F)(F)F)cn1)c1ccccc1	x	5	x	-18	98	99	x	x	u	x	x
O=C(CSc1ccc(-c2cccs2)nn1)NCCc1ccccc1	0	-14	0	-36	102	103	-2	1	101	1	4
CN(C)C(CNC(=O)c1ccc2ccccc2c1)c1ccco1 (configuration not stated)	-4	15	-2	-2	103	104	-5	-2	101	-3	-1
Cc1csc(NC(=O)C2CCCN(S(=O)(=O)c3ccc4c(c3)oc(=O)n4C)C2)n1 (configuration not stated)	-8	5	-7	-19	103	106	-10	-6	93	0	-2
COc1cccc(N=Nc2c(=O)[nH]n3c(=O)c4c([nH]c23)CCC4)c1	0	40	0	-102	87	75	-3	-6	84	0	-3
Cc1[nH]c2ccccc2c(=O)c1C(=O)/C=C/c1ccccc1	x	6	x	-16	101	100	x	x	u	x	x
The results go on:
SMILES	Bcl-B Bim block	Mcl1 Noxa PPI	Bcl-XL Bim block	Mcl1-Bid inh	RGS4-Gao reg	RGS8-Gao	Bfl-1 Bim block	Bim-Bcl-2	RGS7-Gao reg	Mcl-1 Bim block	Bim-Bcl-W
CC(C)(C)c1ccc(OCC(=O)O)cc1	-8	10&-1	-7	-13&-3	74&100	85&100	-16	-8	u	-2	-3
C=CCn1c(C)cc(C(=O)CSc2nc3ccccc3c(=O)[nH]2)c1C	-5	-1	1	-68	104	100	-5	-7	109	0	2
Cc1ccc2nc(N3CCN(c4ccccc4)CC3)c(C=O)c(=O)n2c1	-4	8	-1	-26	104	100	-4	-3	u	-1	-2
COc1ccc(CCNC(=O)C2CC(=O)N(C3CCCC3)C2)cc1OC (configuration not stated)	-8	-10	-5	-15	100	99	-17	-10	98	-3	-5
COC(=O)c1cc(-c2ccc(OC)cc2)n[nH]1	-2	5	-1	-8	100	102	-6	-6	u	-1	0
COc1cccc(/C=N/Nc2nc(Nc3ccccc3)nc(-n3nc(C)cc3C)n2)c1O	-5	-37	-2	-74	79	90	-10	-7	98	0	1
COC(=O)N/N=C1\CCCc2c(C)cc(C)cc21	-3	6	-2	-9	99	102	-5	-2	95	0	0
Cc1cc(C)n(-c2nc(C)nc(N)n2)n1	-7	19	-5	-14	102	101	-14	-13	99	-2	1
CN(C(=O)c1cnc2n(c1=O)CCS2)C1CCCCC1	-4	-8	-2	-1	104	102	-8	-6	104	0	1
COc1cc(OC)cc(C(=O)Nn2cc(C(=O)N3CCN(C)CC3)c3ccccc3c2=O)c1	-6	16	2	-8	106	106	-17	-9	102	0	1
COc1cccc(C(=O)Nc2ccccc2N2CCCC2)c1	-10	11	-6	-45	101	101	-11	-6	104	-2	-1
CSc1sc(C(=O)N2CCCCC2)c(-c2cccs2)c1C#N	x	10	x	-8	101	102	x	x	u	x	x
CC(Oc1ccc(Cl)cc1Cl)c1nc(-c2ccccn2)no1 (configuration not stated)	1	12	0	0	101	102	0	0	101	0	-1

Results in RGS8-Gao, Bcl-B Bim block and Bim-Bcl-2, for some of the entries so far:
mol	RGS8-Gao	Bcl-B Bim block	Bim-Bcl-2
CN(C)C(CNC(=O)c1ccc2ccccc2c1)c1ccco1 (configuration not stated)	104	-4	-2
Cc1csc(NC(=O)C2CCCN(S(=O)(=O)c3ccc4c(c3)oc(=O)n4C)C2)n1 (configuration not stated)	106	-8	-6
